Dynein cargo inh: blocks dynein driven cargo transport along microtubules. z-score, hits read low. actives 0.47% (n = 220,000). 3617.4 mouse cells, GR-EGFP nuclear translocation imaging; test concentration mostly 20 µM; stimulated with dexamethasone, 1 µM; active compounds read low;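 active = plate z-score of nuclear minus cytoplasmic receptor signal below a set negative limit, without overly bright fluorescence or cell loss, cut at about -3.5 in these data, passing the limit was not always enough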;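 also: z-score of nuclear minus cytoplasmic ring GR-EGFP intensity difference per well; some compounds called inactive have numbers as strong as hits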
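Also added: dexamethasone, 1.0 µM final. Medium: tet-free, stripped-serum medium. Detection: fixed, Hoechst-stained cells imaged at 10x for EGFP. Read-out: nuclear-to-cytoplasmic GR-EGFP distribution per well. Times: induction 48 h, compound 1 h, agonist 30 min.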
MT stabilizer: microtubule stabilization, imaging screen; actives 0.83% (n = 200,000); % tubulin-high responders, % at 10 µM; HeLa tubulin immunostaining HCS, 24 h; share of cells brighter than vehicle mean+2SD;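 active = plate Z-score above 3 for both tubulin-high and condensed-nucleus cell shares, with cell loss under 80%, at 10 µM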;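 also: anti alpha tubulin signal scored within the nucleus-defined area of each cell; some results filed as inactive read as strong as hits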
P. falciparum M1AAP: P. falciparum M1AAP inhibitors, biochemical, fluorogenic H-Leu-NHMec substrate, 1536-well (AID 1445). recombinant M1AAP, H-Leu-NHMec fluorogenic kinetic assay; higher % means a stronger effect. inhibition, % at 30 µM; hits with a dose series show IC50 in µM. actives 0.42% (n = 220,000);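 active = primary inhibition above the hit cutoff, then over 50% inhibition at one or more dose response concentrations, cut at about 23% in these data, passing the limit was not always enough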;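 also: plate controls were DMSO full reaction for no effect and no enzyme background for full effect; strong numbers were not always called active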
K1F lysis inhibition: inhibition of K1F phage lysis, E. coli UTI89, bacterial capsule biogenesis inhibitors, alamar blue (AID 488966) | E. coli UTI89 K1F phage lysis, alamar blue, 2 h; higher % means a stronger effect | one-dose inhibition, % at 100 µM; IC50 in µM for titrated hits | actives 0.02% (n = 340,000);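 active = phage lysis inhibition, versus mean bacterial control, above a set limit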;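 also: capsule biogenesis inhibitors block K1F phage lysis so surviving cells raise fluorescence; higher fluorescence means more inhibition of phage lysis; actives were called in the ten point dose series up to 300 µM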
Autophagy mod: alters autophagy in cells | MEF GFP-LC3 puncta imaging; test concentration mostly 10 µM | calls only at 10 µM (by protocol) | actives 0.98% (n = 190,000);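 active = percentage of spot-positive cells more than 3 SD above its plate mean, without a fluorescence outlier flag or 80% toxicity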;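 also: spot-positive cell cutoff set from DMSO-treated cells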
b-catenin transl: alters nuclear translocation of beta-catenin in HeLa cells. immunofluorescence imaging. nuclear translocation activity, % at 5 µM. actives 0.3% (n = 190,000). AID 1665;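 active = nuclear translocation activity above 50% at 5 µM, with a well cell count of 50 or more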;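 also: per-cell ratio of nuclear to cytoplasmic median beta-catenin stain intensity; plate controls were DMSO negative control for no effect and GSK-3 inhibitor IX positive control for full effect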
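test system = HeLa cells, endogenous beta-catenin | dosing = single 5 µM dose plus 0.02–20 µM confirmation series | times = compound treatment 24 h, 37°C, 5% CO2 | technique = beta-catenin immunofluorescence imaging with DAPI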
P. falciparum M17LAP: P. falciparum M17LAP inhibitors, primary screen, biochemical, fluorogenic H-Leu-NHMec substrate, 1536-well (AID 1619); actives 0.38% (n = 220,000); recombinant M17LAP, H-Leu-NHMec fluorogenic kinetic assay; higher % means a stronger effect; inhibition, % at 30 µM, or IC50 in µM where a hit was titrated;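 active = compound inhibiting the enzyme by more than half at any dose during confirmatory dose-response retesting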;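 also: plate controls were full reaction with DMSO carrier for no effect and no enzyme background for full effect; strong numbers were not always called active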
Insulin prom up: MIN6 insulin promoter up-regulation; actives 0.3% (n = 190,000); z-score at 5 µM; MIN6 insulin promoter-GFP reporter, high-content imaging; active compounds read high;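 active = z-score above 3 at 5 µM with at least 500 cells counted in the well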
ER stress rescue: rescue of cells from ER stress-induced death, primary screen, 384-well, CSM14.1, thapsigargin, ATP luminescence (AID 1222); CSM14.1 thapsigargin-induced death rescue, ATP luminescence; higher % means a stronger effect; cellular ATP content (survival), % at 20 µM; hits with a dose series show EC50 in µM; 190,000 tested, under 10 active;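 active = EC50 below 50 µM in the dose-response confirmation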;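 also: death triggered by thapsigargin at about 15 µM added after 2 h compound pretreatment; cell ATP read after overnight thapsigargin exposure of roughly 18 to 22 hours; normalized against plate controls of thapsigargin alone and 5% DMSO vehicle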
Dynein cargo inh cytoplasmic EGFP: also measured in Dynein cargo inh; calls as there; z-score; measured here: cytoplasmic GR-EGFP intensity; active compounds read high
Dynein cargo inh nuclear GR-EGFP: second read-out of Dynein cargo inh, no call of its own (marks repeat the call); z-score; measured here: nuclear GR-EGFP intensity;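 lower value marks the stronger effect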
Dynein cargo inh cell count: further read-out of Dynein cargo inh, marked with its call; z-score; measured here: cell count per field
Insulin prom up cell count: second read-out of Insulin prom up, no call of its own (marks repeat the call); cell count; measured here: cytotoxicity, nuclei count;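 total cells summed across four imaged fields per well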
b-catenin transl cell count 5 µM: also measured in b-catenin transl; calls as there; cell count; measured here: cell count, cytotoxicity flag
MT stabilizer Hoechst-high %: further read-out of MT stabilizer, marked with its call; % Hoechst-high responders; measured here: nuclear condensation Hoechst responders;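 share of cells brighter than vehicle mean plus two SD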
MT stabilizer cytotoxicity %: further read-out of MT stabilizer, marked with its call; toxicity, %; measured here: cytotoxicity by cell density;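 0% = mean cell density of plate MIN control wells and 100% = no cells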
Autophagy mod cell loss 18 h: second read-out of Autophagy mod, no call of its own (marks repeat the call); toxicity, %; measured here: cell loss, nuclei count;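 cell loss after 18 h compound exposure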
The depositor's hits bear a star; i = inactive; . = no result given; [ ] = dose if it differs, or a comment.

SMILES	Dynein cargo inh	Dynein cargo inh cytoplasmic EGFP	Dynein cargo inh nuclear GR-EGFP	Dynein cargo inh cell count	MT stabilizer	MT stabilizer Hoechst-high %	MT stabilizer cytotoxicity %	P. falciparum M1AAP	K1F lysis inhibition	Autophagy mod	Autophagy mod cell loss 18 h	b-catenin transl	b-catenin transl cell count 5 µM	P. falciparum M17LAP	Insulin prom up	Insulin prom up cell count	ER stress rescue
CCc1ccc(-c2cc(C(=O)NCCCn3ccnc3)c3ccccc3n2)s1	0.967	-0.324	-0.254	0.0175	0.7	0.5	0.7	12.6%	.	i	8.6	1.4	1459	-136.6%	-0.52	1433	-1.1%
CC(=O)c1c(C(C)=O)c(C)n(NC(=O)c2ccccc2Cl)c1C	1.68	-0.126	0.317	-0.837	2.7	2.1	7.0	7.9%	0.5%	i	-3.1	1.0	1437	7.0%	-0.15	1137	0.7%
CC1CC(OC(=O)C(O)c2ccccc2)CC(C)(C)N1C (stereo unspecified)	0.144	0.266	0.596	-0.922	.	.	.	-1.7%	1.2%	.	.	-0.5	1144	-5.3%	-0.25	1054	.
NC(=S)N/N=C/c1coc2cc(Cl)ccc2c1=O	2.15	1.05	1.59	0.29	12.2	1.9	10.9	6.3%	0.2%	i	13.6	-0.1	904	41.3%	-0.19	1446	-1.5%
Cc1ccccc1CNS(=O)(=O)c1ccc2c(c1)OCCO2	1.09	-0.269	-0.293	-0.648	2.7	1.2	5.6	1.7%	0.6%	i	-0.7	0.7	1090	7.0%	-0.08	1198	2.1%
Cn1c(=O)c2cc(S(=O)(=O)NCCC(=O)Nc3ccc(F)cc3F)ccc2n(C)c1=O	-0.368	-0.33	-0.301	1.08	2.3	1.4	6.5	-3.4%	0.2%	i	-5.5	-0.7	1075	-0.6%	-0.4	1327	-0.1%
CCN1/C(=C\C=C2\C(=O)N(C)C(=S)N2C)Sc2ccccc21	0.758	-0.046	0.556	-0.581	2.0	1.4	0.7	6.1%	-4.1%	i	-25.5	0.2	1121	3.9%	.	.	-2.0%
CC(=O)/C(C#N)=C1\NC(=O)C(Cc2ccc(C)c(Cl)c2)S1 (stereo unspecified)	0.669	-0.137	0.453	-0.383	.	.	.	8.6%	-0.5%	.	.	4.3	1235	16.8%	.	.	.
Cc1ccc(-c2nc3cc(Br)cnc3nc2-c2ccc(C)cc2)cc1	0.699	0.398	1.36	-1.47	5.5	2.7	22.3	-2.5%	0.4%	i	10.5	0.1	1028	-2.9%	-0.89	1369	.
Cc1ccc(-c2nn(-c3ccccc3)cc2C=O)o1	-3.04	0.739	-1.24	0.733	2.0	2.7	11.7	12.8%	0.0%	i	15.5	1.7	1093	9.6%	-0.17	1031	.
CC(Sc1nnc(COc2ccc(Cl)cc2)n1Cc1ccccc1)C(=O)O (stereo unspecified)	0.661	-0.355	0.505	0.0379	1.6	1.1	11.7	6.4%	0.3%	i	-15.8	-0.5	1044	33.3%	0.31	1388	0.2%
CCOC(=O)c1cc2c(nc1C)-c1cc(Cl)cc(Cl)c1OC2O (stereo unspecified)	-1.35	-0.327	-0.69	1.32	2.6	2.2	3.9	4.7%	0.1%	i	3.5	-1.3	1073	7.9%	-1.48	1186	-0.8%
Cc1cc(N2C(=O)CC(N3CCN(C(c4ccccc4)c4ccccc4)CC3)C2=O)no1 (stereo unspecified)	-0.34	-0.203	0.19	-0.108	4.1	2.7	4.7	3.1%	-0.3%	i	-14.8	-1.8	1162	4.8%	-1.16	1276	2.2%
C=CCn1c(=O)c2c3c(sc2n2c(Nc4ccc(OC)cc4)nnc12)CCCC3	-0.34	-0.173	-0.222	0.00613	2.2	1.3	22.1	1.8%	-0.4%	i	-5.8	.	.	3.4%	-0.54	1337	-1.9%
c1ccc(-c2csc(N3CCN(c4ccccn4)CC3)n2)cc1	0.266	-0.173	0.375	-0.699	2.9	1.5	6.8	-0.2%	1.5%	i	3.7	-0.3	1188	2.4%	-0.33	1241	0.3%
CC(C)CN(C(=O)CSc1nnnn1-c1ccccc1)c1c(N)n(CC(C)C)c(=O)[nH]c1=O	-0.164	-0.286	0.178	-0.0192	6.2	1.6	6.0	3.2%	-0.1%	i	16.8	0.3	1057	-0.3%	-0.27	1286	0.0%
CNC(=O)CC12CC3CC(CC(C3)C1)C2	0.0262	-0.039	0.392	0.0173	1.0	1.4	7.9	-3.2%	1.7%[50 µM]	i	-4.8	.	.	3.2%	0.64	751	-0.8%
Oc1ccccc1C1OCC2(CO1)COC(c1ccccc1O)OC2 (stereo unspecified)	0.32	-0.248	0.285	-0.163	1.4	1.8	9.2	-2.0%	0.2%	i	12.2	2.2	978	-3.4%	0.14	1254	-0.3%
CCS(=O)(=O)Nc1cccc(C(=O)CC2(O)C(=O)Nc3ccccc32)c1 (stereo unspecified)	-0.892	-0.179	-0.471	0.671	0.5	0.9	7.7	0.3%	0.2%	i	-3.4	-5.5	894	2.5%	0.83	1480	-1.1%
CSCC[C@H](NC(=O)OC(C)(C)C)c1nnc(SCC(=O)Nc2c(C)cccc2C)o1	-0.184	-0.273	-0.00191	0.085	4.3	3.6	5.3	-1.1%	0.6%	i	23.0	0.6	1211	-1.9%	0.36	1088	0.4%
CCOC(=O)/C(C#N)=C1\C=CN(C)C(C)=N1	0.53	-0.246	0.719	0.101	2.0	2.9	9.7	12.9%	0.5%	i	0.1	-1.1	1220	44.2%	0.06	1232	0.7%
O=C(CCS(=O)(=O)c1cccc2nsnc12)NCc1ccccc1Cl	1.11	-0.293	0.35	0.192	3.5	1.5	21.3	5.9%	0.6%	i	-2.9	0.7	1107	-8.9%	0.5	883	-1.6%
CCc1ccc(C(=O)NCc2ccc(Cl)cc2Cl)cc1	-0.128	-0.193	-0.0049	0.854	2.4	2.8	8.8	-1.5%	2.5%[50 µM]	i	8.6	-2.1	1016	2.3%	-0.12	1433	13.1%
Cc1cccc(Nc2nnc(SC/C(O)=C(\C#N)c3nc4ccccc4[nH]3)s2)c1C	1.35	-0.204	0.508	-1.01	3.4	1.4	5.1	-5.2%	0.2%	i	-2.0	.	.	-9.6%	-0.74	1525	11.0%
O=C(CC1C(=O)NCCN1Cc1cccc(Oc2ccccc2)c1)NCC1CCOCC1 (stereo unspecified)	-1.02	-0.313	-0.169	0.903	1.1	1.7	8.5	-0.6%	0.0%	i	6.9	0.3	1444	-5.8%	-0.2	1520	-0.4%
COc1ccc(S(=O)(=O)N2CCN(CCO)CC2)cc1-c1nnc2c3ccccc3c(C)nn12	-0.141	-0.186	0.189	0.302	3.4	2.6	3.4	-0.1%	0.4%	i	-5.3	-3.7	1178	-2.0%	.	.	.
CC1=CSC2=NC(C(F)(F)F)(C(F)(F)F)NC(=O)N12	-0.833	-0.0311	-0.369	-0.104	.	.	.	-2.4%	1.5%	.	.	-0.5	1163	-9.0%	-0.02	1471	.
COc1ccc2ncc(S(=O)(=O)c3ccccc3)c(N3CCC4(CC3)OCCO4)c2c1	-0.798	-0.257	-0.183	1.42	2.3	2.6	6.4	0.6%	1.6%	i	4.5	2.8	1039	-4.8%	-1.05	1039	1.6%
O=C1OC(c2ccccc2)=N/C1=C/c1cccc(OC(=O)c2cccs2)c1	-0.218	-0.21	0.0449	-1.1	1.3	1.3	6.4	.	-0.7%	i	-2.4	.	.	.	.	.	.
C1CCC(OCCN2CCN(CCOC3CCCCC3)CC2)CC1	0.0925	-0.207	0.248	-0.327	1.8	1.9	6.5	5.7%	5.3%	i	-1.5	3.9	1169	4.7%	0.3	1153	-2.0%
CC(/C=N/n1c(C2CCCCC2)n[nH]c1=S)=C\c1ccccc1	-0.485	-0.189	-0.35	-0.113	1.3	1.7	11.3	-2.9%	0.1%	i	1.3	0.1	1376	1.2%	-0.19	1640	2.3%
Cc1ccc(C(=O)C[n+]2ccc3ccccc3c2)cc1	0.863	-0.272	0.264	-0.297	3.6	1.6	1.4	0.9%	0.4%	i	8.8	-1.0	1063	2.4%	-0.81	1238	-1.5%
Cc1c(-c2nn(C)c(=O)c3ccccc23)oc2ccc(F)cc2c1=O	-0.956	-0.207	-0.495	0.547	1.1	1.5	11.2	7.8%	0.4%	i	6.6	-2.8	1161	2.4%	1	1345	-0.5%
O=C(CS(=O)CC(=O)N(CC(=O)NC1CCCC1)c1ccc2c(c1)OCCO2)Nc1ccc(F)cc1 (stereo unspecified)	0.434	-0.22	0.502	0.79	2.4	1.9	5.6	2.9%	0.9%	i	6.2	.	.	-1.4%	.	.	1.3%

Looked up above.
CCN1/C(=C\C=C2\C(=O)N(C)C(=S)N2C)Sc2ccccc21 – MT stabilizer Hoechst-high % = 1.4
CCOC(=O)/C(C#N)=C1\C=CN(C)C(C)=N1 – ER stress rescue = 0.7%

Screening data from PubChem.
